Source: PubChem BioAssay
NadD block = inhibitors of Staphylococcus aureus NadD | inhibition, % at 20 µM | purified NadD enzyme, colorimetric absorbance read-out | actives 0.78% (n = 360,000); in the data active = inhibition above about 26%; note: some compounds past the cut are filed as inactive
Neddylation inh = cullin neddylation inhibition; TR-FRET cullin neddylation, biochemical; P61081+Q13564; calls only at 25 µM; actives 0.58% (n = 360,000); in the data active = inhibition above about 36%
Target sequence (P61081 whole entry, looked up): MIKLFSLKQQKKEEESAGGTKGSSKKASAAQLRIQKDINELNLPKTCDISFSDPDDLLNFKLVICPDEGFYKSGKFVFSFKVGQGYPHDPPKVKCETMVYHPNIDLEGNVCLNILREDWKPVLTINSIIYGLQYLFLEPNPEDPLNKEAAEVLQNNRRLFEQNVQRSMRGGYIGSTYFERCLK
Target sequence (Q13564 whole entry, looked up): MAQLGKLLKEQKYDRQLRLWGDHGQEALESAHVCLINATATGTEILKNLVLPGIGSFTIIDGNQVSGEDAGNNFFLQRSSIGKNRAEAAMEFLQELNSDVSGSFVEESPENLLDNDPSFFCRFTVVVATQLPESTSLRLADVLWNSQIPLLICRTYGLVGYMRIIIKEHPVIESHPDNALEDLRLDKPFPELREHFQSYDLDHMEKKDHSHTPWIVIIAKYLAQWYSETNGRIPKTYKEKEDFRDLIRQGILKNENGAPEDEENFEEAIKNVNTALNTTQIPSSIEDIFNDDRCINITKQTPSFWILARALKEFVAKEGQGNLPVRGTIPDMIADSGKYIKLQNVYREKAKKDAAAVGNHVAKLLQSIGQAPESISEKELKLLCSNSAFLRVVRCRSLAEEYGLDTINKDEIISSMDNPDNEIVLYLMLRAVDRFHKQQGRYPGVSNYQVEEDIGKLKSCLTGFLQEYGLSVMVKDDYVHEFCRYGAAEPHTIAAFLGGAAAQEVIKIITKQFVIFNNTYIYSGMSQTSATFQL
DNMT1 inh = DNMT1 (human) enzyme inhibition | P26358 | DNMT1 molecular beacon, Hinp1I cleavage, fluorescence | inhibition (reported as % activation of signal), % at 10 µM | actives 0.83% (n = 360,000) | AID 588458; in the data active = inhibition above about 50%
Rpn11 inh = blocks the human proteasome subunit Rpn11 | calls only at 20 µM | actives 0.59% (n = 360,000) | AID 588493 | O00487 | human 26S proteasome, Ub4-pepOG fluorescence polarization; 20S core pre-blocked with epoxomicin;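 active = inhibition at 20 µM, scaled to each plate's controls, above about 33%, limit read from the data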
Scp1 inh = blocks human Scp-1 phosphatase activity; actives 0.88% (n = 340,000); Recombinant Scp1, phosphopeptide, malachite green phosphate absorbance; AID 493091; inhibition, % at 20 µM;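 active = inhibition above about 50% at 20 µM, limit read from the data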;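 note: plate controls were DMSO wells with enzyme for no effect and wells lacking enzyme for full effect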
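System: truncated SCP-1 phosphatase (76-261aa); medium: Tris acetate buffer pH 5.5 with MgCl2 and Tween-20; incubation: 45 min room-temperature reaction, 5 min colour, 30 min stabiliser; compound: single 20 µM dose, 1% DMSO; reagent: Phosphorylated 17-residue peptide substrate; read-out: % inhibition at 20 µM; technique: colorimetric free-phosphate detection, absorbance 630 nm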
LMPTP block = blocks human LMPTP phosphatase. P24666. recombinant LMPTP-A, OMFP fluorogenic substrate, fluorescence intensity. inhibition, % at 20 µM. actives 0.22% (n = 360,000);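 active = compounds that cut the enzyme signal by at least half of the control window in the single-dose screen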;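 note: plate controls were DMSO wells with enzyme plus substrate for no effect and substrate without enzyme for full effect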
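Test system – LMPTP-A enzyme · Amount – LMPTP-A at 0.625 nM final in the reaction · Buffer or medium – Bis-Tris pH 6.0, DTT, detergent · Reagent – OMFP 400 µM · Doses – single 20 µM dose · Schedule – reaction 50 min, room temperature, dark · Detection – fluorescence intensity of OMFP turnover product · Evaluation – percent inhibition versus substrate-only and uninhibited controls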
STEP inh = blocks human striatal-enriched tyrosine phosphatase | recombinant STEP, OMFP fluorogenic substrate, fluorescence | inhibition, % at 20 µM | actives 0.25% (n = 360,000) | AID 588621;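 active = inhibition at 20 µM, scaled per plate between control wells, above about 37%, limit read from the data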;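 note: 0% = DMSO with enzyme and substrate and 100% = substrate only without enzyme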
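System: isolated STEP enzyme; schedule: 20 min enzyme reaction at room temperature, protected from light; medium: Bis-Tris buffer pH 6.0, 2.5 mM DTT, 0.005% Tween 20; signal: fluorescence, 480/540 nm; dosing: single compound dose of 20 µM, 1% DMSO final; also added: OMFP substrate, 25 µM final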
SUMO1-SIM PPI = alters human SUMO1 binding to SIM partners. actives 0.33% (n = 360,000). inhibition, % at 20 µM. P63165. AID 602429. SUMO1 binding to a labelled peptide, TR-FRET, 1 h; in the data active = inhibition above about 37%
Rin1 Abl inh = blocks binding of human Rin1 to Abl; P00519+Q13671; TR-FRET Rin1/Abl binding, biochemical; inhibition, % at 7.35 µM; actives 0.4% (n = 360,000); in the data active = inhibition above about 5%, passing the limit was not always enough
CSN deneddyl inh = CSN deneddylation inhibition | Q92905 | Purified CSN, SCF-Nedd8-OG deneddylation, fluorescence polarization | inhibition, % at 12.5 µM | actives 0.38% (n = 360,000) | AID 651999;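 active = pattern-corrected inhibition above about 35%, with an unprinted fluorescence ratio check between 0.5 and 1.5, limit read from the data, passing the limit was not always enough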;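 note: 0% = enzyme with substrate and 100% = substrate without enzyme; some results filed as inactive read as strong as hits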
Target sequence (Q92905 whole entry, looked up, one chain of several): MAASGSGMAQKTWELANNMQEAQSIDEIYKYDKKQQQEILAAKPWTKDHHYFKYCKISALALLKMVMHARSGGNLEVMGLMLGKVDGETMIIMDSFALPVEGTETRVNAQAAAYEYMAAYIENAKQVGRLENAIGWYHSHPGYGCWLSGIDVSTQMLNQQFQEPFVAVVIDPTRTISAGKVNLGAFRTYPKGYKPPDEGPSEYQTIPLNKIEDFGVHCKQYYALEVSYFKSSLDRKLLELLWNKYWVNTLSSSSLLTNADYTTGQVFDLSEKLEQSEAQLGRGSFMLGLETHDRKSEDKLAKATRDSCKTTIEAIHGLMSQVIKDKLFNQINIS
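Assay system: Purified human Csn5 enzyme expressed in HEK293T cells | Amount: Enzyme 0.24 nM | Measured by: Fluorescence polarization readout | Medium: Tris/NaCl/DTT buffer, pH 7.5 | Compound dosing: One concentration, 12.5 µM, 0.25% DMSO | Times: 90 min incubation of compound, enzyme and substrate at room temperature | Control set: no-enzyme wells high, enzyme-with-substrate wells low | Read-out: % inhibition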
* = called active by the depositor.

`Nc1nc2c(Cl)ccc(Cl)c2s1` gave NadD block -6, Neddylation inh inactive, DNMT1 inh 1, Rpn11 inh inactive, Scp1 inh -5, LMPTP block 0.3, STEP inh 1, SUMO1-SIM PPI 3, Rin1 Abl inh -4 and CSN deneddyl inh 4.
Screening Cn1c(CCN2CCN(c3ccccn3)CC2)nc2cc(NC(=O)COc3ccccc3)ccc21 returned NadD block 0, Neddylation inh inactive, DNMT1 inh -3, Rpn11 inh inactive, Scp1 inh -5, LMPTP block 25, STEP inh -1, SUMO1-SIM PPI 3, Rin1 Abl inh 0 and CSN deneddyl inh 2.
Screening COc1ccccc1-n1c(SCC(N)=O)nc2c(c1=O)SCC2 returned NadD block 0, Neddylation inh inactive, DNMT1 inh 2, Rpn11 inh inactive, Scp1 inh -3, LMPTP block -0.6, STEP inh 0, SUMO1-SIM PPI -5, Rin1 Abl inh 0 and CSN deneddyl inh -1.
For CC(=O)c1ccc(CCCC(=O)O)cc1 the results were NadD block 2, Neddylation inh inactive, DNMT1 inh 4, Rpn11 inh inactive, Scp1 inh -3, LMPTP block -1.2, STEP inh -1, SUMO1-SIM PPI 7, Rin1 Abl inh 1 and CSN deneddyl inh 4.
`CN(C)c1ccc(/C=C2\NC(=S)N(Cc3ccccc3)C2=O)cc1` gave NadD block 13, Neddylation inh inactive, DNMT1 inh -5, Scp1 inh 4, LMPTP block 9.7, STEP inh -17, SUMO1-SIM PPI -43, Rin1 Abl inh -1 and CSN deneddyl inh 120.
For O=C(NC1CCCCC1)C(c1ccco1)N(C(=O)c1csnn1)c1ccccc1 (configuration not stated) the results were NadD block -3, Neddylation inh inactive, DNMT1 inh -1, Rpn11 inh inactive, Scp1 inh -7, LMPTP block -0.5, STEP inh -3, SUMO1-SIM PPI -1, Rin1 Abl inh 3 and CSN deneddyl inh 3.
Screening O=C(Nc1nnc(COc2ccc(F)cc2)s1)Nc1ccccc1F returned NadD block 1, Neddylation inh inactive, DNMT1 inh 6, Rpn11 inh inactive, Scp1 inh -4, LMPTP block -3.7, STEP inh 2, SUMO1-SIM PPI 3, Rin1 Abl inh 0 and CSN deneddyl inh 2.
For CC1=CC(C)(C)N(C(=O)c2ccc(F)cc2)c2cc3c(cc21)OCO3 the results were NadD block 5, Neddylation inh inactive, DNMT1 inh -5, Rpn11 inh inactive, Scp1 inh -7, LMPTP block 3.9, STEP inh 5, SUMO1-SIM PPI -3, Rin1 Abl inh -1 and CSN deneddyl inh -2.
`CCn1c(SCC(=O)Nc2nccs2)nnc1-c1cc2cccc(OC)c2o1` gave NadD block -1, Neddylation inh inactive, DNMT1 inh 7, Rpn11 inh inactive, Scp1 inh 0, LMPTP block 0.3, STEP inh 1, SUMO1-SIM PPI 3, Rin1 Abl inh 1 and CSN deneddyl inh 1.
For COCCCNC(=O)c1cc2cc(Br)ccc2oc1=O the results were NadD block -3, Neddylation inh inactive, DNMT1 inh 0, Rpn11 inh inactive, Scp1 inh 1, LMPTP block 0.5, STEP inh -3, SUMO1-SIM PPI -20, Rin1 Abl inh 0 and CSN deneddyl inh 5.
Cc1ccc(C(=O)NCN2CCN(c3ccccc3)CC2)cc1 was read as NadD block 1, Neddylation inh inactive, DNMT1 inh 0, Rpn11 inh inactive, Scp1 inh -5, LMPTP block -0.5, STEP inh 3, SUMO1-SIM PPI 1, Rin1 Abl inh 1 and CSN deneddyl inh -7.
Screening Cn1cc(C(=O)N2CCN(c3ccccn3)CC2)c(=O)c2cc(S(=O)(=O)N3CCOCC3)ccc21 returned NadD block 3, Neddylation inh inactive, DNMT1 inh 8, Rpn11 inh inactive, Scp1 inh 3, LMPTP block -0.4, STEP inh -3, SUMO1-SIM PPI 2, Rin1 Abl inh 2 and CSN deneddyl inh -2.
`COCCNC(=O)c1cc(-c2cccc(OC)c2)on1` gave NadD block 0, Neddylation inh inactive, DNMT1 inh 4, Rpn11 inh inactive, Scp1 inh 0, LMPTP block -2.9, STEP inh -1, SUMO1-SIM PPI -1, Rin1 Abl inh -2 and CSN deneddyl inh -1.
Screening CC(C)CN1C(=O)c2ccc(NC(=O)c3cccs3)cc2C1=O returned NadD block -8, DNMT1 inh -4, Rpn11 inh inactive, Scp1 inh -8, LMPTP block -0.2, STEP inh -2, SUMO1-SIM PPI -6, Rin1 Abl inh 4 and CSN deneddyl inh 1.
Screening O=S1(=O)c2cccc3cccc(c23)N1CCBr returned NadD block -4, Neddylation inh active, DNMT1 inh -2, Rpn11 inh inactive, Scp1 inh -12, LMPTP block -0.7, STEP inh -2, SUMO1-SIM PPI -10, Rin1 Abl inh 1 and CSN deneddyl inh 0.
For C=CCn1c(N)c(C(=O)NCCC2=CCCCC2)sc1=S the results were NadD block -8, Neddylation inh inactive, DNMT1 inh 7, Rpn11 inh inactive, Scp1 inh -4, LMPTP block 3.7, STEP inh 8, SUMO1-SIM PPI -6, Rin1 Abl inh 3 and CSN deneddyl inh 0.
For COc1ccc(NS(=O)(=O)c2ccc(C(=O)N(C)Cc3ccc(C)o3)cc2)cc1 the results were NadD block -2, Neddylation inh inactive, DNMT1 inh -3, Rpn11 inh inactive, Scp1 inh -11, LMPTP block 1.0, STEP inh -4, SUMO1-SIM PPI 4, Rin1 Abl inh 0 and CSN deneddyl inh -2.
CC1(C)CC(=O)C=C(Nc2ccc(F)cc2F)C1 was read as NadD block 0, Neddylation inh inactive, DNMT1 inh 0, Rpn11 inh inactive, Scp1 inh -2, LMPTP block 0.7, STEP inh 3, SUMO1-SIM PPI 3, Rin1 Abl inh 0 and CSN deneddyl inh 2.
`CC1CCN(C(=S)NC(=O)c2cccs2)CC1` gave NadD block 2, Neddylation inh inactive, DNMT1 inh -1, Rpn11 inh inactive, Scp1 inh -2, LMPTP block -0.5, STEP inh 2, SUMO1-SIM PPI -3, Rin1 Abl inh -3 and CSN deneddyl inh -5.
CN(C(=O)c1cc2n(n1)C(C(F)(F)F)CC(c1ccco1)N2)c1ccccc1 (configuration not stated) was read as NadD block 0, Neddylation inh inactive, DNMT1 inh -2, Rpn11 inh inactive, Scp1 inh -3, LMPTP block -0.5, STEP inh -16, SUMO1-SIM PPI -1, Rin1 Abl inh 4 and CSN deneddyl inh 5.
`Cc1ccc(C(=O)N/C(=C/c2cccs2)C(=O)NCCc2c[nH]c3ccccc23)cc1` gave NadD block 3, Neddylation inh inactive, DNMT1 inh -5, Rpn11 inh inactive, Scp1 inh 1, LMPTP block 1.0, STEP inh 1, SUMO1-SIM PPI -1, Rin1 Abl inh -1 and CSN deneddyl inh -7.
`Cc1nnc(NC(=O)CSc2nnc(CNC(=O)c3ccc(F)cc3)o2)s1` gave NadD block -2, Neddylation inh inactive, DNMT1 inh 1, Rpn11 inh inactive, Scp1 inh -1, LMPTP block -1.1, STEP inh 2, SUMO1-SIM PPI 3, Rin1 Abl inh -1 and CSN deneddyl inh 3.
`CN(C)CCN(C(=O)c1ccc(N2C(=O)CCC2=O)cc1)c1nc2cc3c(cc2s1)OCO3` gave NadD block -2, Neddylation inh inactive, DNMT1 inh -8, Rpn11 inh inactive, Scp1 inh -7, LMPTP block -0.5, STEP inh 12, SUMO1-SIM PPI -4, Rin1 Abl inh -2 and CSN deneddyl inh 0.
Cc1ccc(N2CN(Cc3cccnc3)CNC2=S)cc1 was read as NadD block 1, Neddylation inh inactive, DNMT1 inh -2, Rpn11 inh inactive, Scp1 inh 1, LMPTP block -1.6, STEP inh -2, SUMO1-SIM PPI 1, Rin1 Abl inh 1 and CSN deneddyl inh 0.
O=C(COc1ccc(Br)cc1)Nc1nnc(C2CC2)s1 was read as NadD block -3, Neddylation inh inactive, DNMT1 inh 5, Rpn11 inh inactive, Scp1 inh -6, LMPTP block -0.7, STEP inh -3, SUMO1-SIM PPI -1, Rin1 Abl inh 4 and CSN deneddyl inh 4.
`CC(=O)N1c2ccc(S(=O)(=O)N3CCCC(C(=O)N4CCCCC4)C3)cc2CC1C` (configuration not stated) gave NadD block -5, Neddylation inh inactive, DNMT1 inh 2, Rpn11 inh inactive, Scp1 inh -10, LMPTP block -0.9, STEP inh 2, SUMO1-SIM PPI 0, Rin1 Abl inh 3 and CSN deneddyl inh -3.
`O=C(NCCCN1CCN(c2ccc(F)cc2)CC1)C1CCCN(c2ncnc3c2nc2n3CCCCC2)C1` (configuration not stated) gave NadD block -6, Neddylation inh inactive, DNMT1 inh 2, Rpn11 inh inactive, Scp1 inh 25, LMPTP block -0.6, STEP inh -2, SUMO1-SIM PPI -6, Rin1 Abl inh 4 and CSN deneddyl inh 4.
`Cc1ccc(OCC(=O)Nc2ccc(C(=O)O)cc2NC(=O)COc2ccc(C)c(C)c2)cc1C` gave NadD block 5, Neddylation inh inactive, DNMT1 inh 1, Rpn11 inh inactive, Scp1 inh -7, LMPTP block 1.2, STEP inh 1, SUMO1-SIM PPI 5, Rin1 Abl inh 3 and CSN deneddyl inh -1.
`O=C(CCN1CCN(c2ccccc2)CC1)Nc1ccc2c(c1)OCO2` gave NadD block 3, Neddylation inh inactive, DNMT1 inh -1, Rpn11 inh inactive, Scp1 inh -6, LMPTP block -1.3, STEP inh 0, SUMO1-SIM PPI 1, Rin1 Abl inh 2 and CSN deneddyl inh 0.
Screening COc1ccc2ccccc2c1CN1CCN(C(=O)c2ccco2)CC1 returned NadD block 9, Neddylation inh inactive, DNMT1 inh -1, Rpn11 inh inactive, Scp1 inh -5, LMPTP block -0.3, STEP inh 0, SUMO1-SIM PPI -16, Rin1 Abl inh -1 and CSN deneddyl inh -3.
Screening COc1cc(C(=O)NC2CCN(C)CC2)ccc1Nc1ncc2c(n1)N(C1CCCC1)CCC(=O)N2C(C)C returned NadD block -2, Neddylation inh inactive, DNMT1 inh 2, Rpn11 inh inactive, Scp1 inh 2, LMPTP block 0.8, STEP inh -1, SUMO1-SIM PPI 0, Rin1 Abl inh 2 and CSN deneddyl inh 1.
CCCn1c(NCc2cccs2)nc2ccccc21 was read as NadD block 0, Neddylation inh inactive, DNMT1 inh -1, Rpn11 inh inactive, Scp1 inh -1, LMPTP block 4.1, STEP inh 1, SUMO1-SIM PPI 1, Rin1 Abl inh -3 and CSN deneddyl inh -1.
